M1 antag = antagonists of rat M1 muscarinic receptor. actives 3.4% (n = 64,000). Muscarinic acetylcholine receptor M1 (Rattus norvegicus), P08482. CHO-M1 cells, Fluo-4 calcium, ACh EC80 antagonist mode; hits give low values. AID 628, 2007. B-score at 10 µM;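 active = calcium fluorescence response, raw or row-and-column corrected B-score, differing from the plate sample mean either way at a set confidence level, mostly lower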
Target sequence (P08482 whole entry, looked up): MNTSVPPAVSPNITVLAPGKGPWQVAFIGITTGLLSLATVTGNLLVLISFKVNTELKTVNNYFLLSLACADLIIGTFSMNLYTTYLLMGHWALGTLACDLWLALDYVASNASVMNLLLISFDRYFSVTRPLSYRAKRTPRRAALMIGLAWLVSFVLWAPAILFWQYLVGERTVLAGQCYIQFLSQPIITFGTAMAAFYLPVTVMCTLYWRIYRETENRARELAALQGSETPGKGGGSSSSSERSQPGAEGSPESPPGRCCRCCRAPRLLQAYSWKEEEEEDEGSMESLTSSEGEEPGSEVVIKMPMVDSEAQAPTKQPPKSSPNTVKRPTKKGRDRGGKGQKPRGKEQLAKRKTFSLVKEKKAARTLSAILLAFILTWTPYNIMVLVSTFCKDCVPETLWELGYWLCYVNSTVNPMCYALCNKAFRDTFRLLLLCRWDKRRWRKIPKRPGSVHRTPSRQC
5HT1a antag = human 5-HT1a receptor antagonists, primary screen, cell-based, CHO, Ga15 NFAT-bla reporter; inhibition, % at 10 µM; AID 612, 2007; actives 0.68% (n = 62,000); CHO 5-HT1a Ga15 NFAT-bla reporter, antagonist mode;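 active = inhibition above the mean of all tested compounds plus 3 SD, cut at about 43% in these data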;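 note: receptor stimulated by 5-CT agonist at 100 nM near EC80; beta-lactamase reporter measured by ratiometric fluorescence of a cleavable substrate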
HTR1E agonist = 5-HT1E receptor agonists, primary screen, cell-based, HTS. 5-hydroxytryptamine receptor 1E (Homo sapiens), P28566. CHO 5-HT1E Ga15 NFAT-bla reporter, FRET; 0% DMSO wells, 100% control agonist wells. activation, % at 6 µM. actives 0.69% (n = 65,000);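 active = activation above a set limit, the screen-wide mean activation plus 3 SD, cut at about 8.5% in these data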;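 note: 100% = positive control agonist at 1 µM giving full maximal response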
M1 agonist = M1 muscarinic receptor agonists, primary screen, CHO-M1 cells, Fluo-4 calcium, agonist mode | B-score at 10 µM | Fluo-4 calcium fluorescence; hits give high values | Muscarinic acetylcholine receptor M1 | actives 3% (n = 64,000);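 active = fluorescence rise, raw or as B-score row- and column-corrected plate score, outside the 99.7% band of its plate's samples, either direction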
Jurkat tox 60K = cytotoxicity toward Jurkat T cells, primary screen, cytotoxicity control, cell-based, Jurkat E6.1, 60K MLSMR library; AID 463, 2006; inhibition, % at 4 µM; Jurkat E6.1 viability, ATP luminescence, 48 h; actives 1.2% (n = 56,000);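 active = inhibition above the mean inhibition of all tested compounds plus 3 SD, cut at about 28% in these data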
5HT1E antag = 5-HT1E receptor antagonists, primary screen, cell-based, HTS; CHO 5-HT1E Ga15 NFAT-bla reporter, FRET, antagonist; actives 0.99% (n = 65,000); inhibition, % at 6 µM; 5-hydroxytryptamine receptor 1E (Homo sapiens), P28566;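 active = inhibition above a set limit, the mean inhibition across every tested compound plus 3 SD, cut at about 29% in these data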;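 note: signal is the 460 over 535 nm emission ratio of beta-lactamase substrate; 0% = agonist plus DMSO wells and 100% = wells without agonist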
S1P3 agonist = human S1P3 receptor agonists, primary screen, cell-based, primary and confirmation, NFAT-BLA reporter | Sphingosine 1-phosphate receptor 3 (Homo sapiens), Q99500 | S1P3 NFAT-BLA reporter cells, agonism, FRET ratio; relative to 1 µM S1P, basal subtracted | activation, % at 4.5 µM | actives 0.1% (n = 60,000) | AID 373, 2006;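 active = activation above the screen-wide mean plus 3 SD, cut at about 4.5% in these data, passing the limit was not always enough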; note: some compounds called inactive have numbers as strong as hits
Target sequence (Q99500 whole entry, looked up): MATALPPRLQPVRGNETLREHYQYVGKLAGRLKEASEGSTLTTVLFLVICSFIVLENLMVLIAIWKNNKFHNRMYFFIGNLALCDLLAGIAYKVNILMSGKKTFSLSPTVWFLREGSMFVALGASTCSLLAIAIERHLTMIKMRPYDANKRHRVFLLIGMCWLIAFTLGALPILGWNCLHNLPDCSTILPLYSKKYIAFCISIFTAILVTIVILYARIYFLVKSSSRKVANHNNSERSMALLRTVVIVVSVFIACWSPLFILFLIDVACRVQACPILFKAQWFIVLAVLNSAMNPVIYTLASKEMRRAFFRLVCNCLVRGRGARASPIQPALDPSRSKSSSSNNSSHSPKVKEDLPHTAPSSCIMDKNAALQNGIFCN
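Benchmarks: high control 1 µM S1P / System: stable CHO line with human S1P3, Gα16, NFAT-BLA reporter / Dosing: single compound concentration, 4.5 µM final / Timing: 4 h compound at 37 °C, 2 h substrate at RT / Measured by: FRET β-lactamase substrate fluorescence, excitation 405 nm, 460/535 nm emission ratio, background-subtracted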
S1P1 ag pot = S1P1 agonists and agonism potentiators, primary screen, cell-based, primary and confirmation screens, CRE-bla reporter; Sphingosine 1-phosphate receptor 1 (Homo sapiens), P21453; S1P1 CRE-bla cells, forskolin, beta-lactamase FRET, potentiator mode; S1P1 agonist co-added at EC20, 2 nM; 100% = saturating reference agonist, 0% = basal; activation, % at 9.5 µM; actives 0.57% (n = 56,000);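 active = activation above a cutoff set at the mean activation of all tested compounds plus 3 SD, cut at about 54% in these data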;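 note: forskolin at 4 µM as EC80 and the EC20 agonist is SEW2871; 100% = SEW2871 at its EC100 plus forskolin at EC80; some compounds past the cut are filed as inactive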
HTR1A agonist = human 5-HT1a receptor agonists, primary screen, cell-based, CHO, Ga15 NFAT-bla reporter | activation, % at 10 µM | actives 0.56% (n = 65,000) | CHO 5-HT1a Ga15 NFAT-bla reporter, FRET ratio; 0% basal, 100% maximal reference agonist | 5-hydroxytryptamine receptor 1A (Homo sapiens), P08908;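 active = activation above the screen-wide mean activation plus 3 SD, cut at about 19% in these data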;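 note: 0% = DMSO wells and 100% = 5-CT at EC100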
* hit, by the source's call; / = not tested or not shown.

cpd	SMILES	Jurkat tox 60K	S1P1 ag pot	HTR1E agonist	5HT1E antag	S1P3 agonist
1	CC(C)(C)NC(=O)C(c1ccco1)N(Cc1ccc(F)cc1)C(=O)c1snc(C(N)=O)c1N (configuration not stated)	4	8	0.4	-8	0.5
2	CCOC(=O)c1ccc(-c2n[nH]c(=O)c3ccccc23)cc1	-2	-14	0.7	2	-0.5
3	COc1cccc(C(=O)Nc2ccc(S(=O)(=O)NCc3ccco3)cc2)c1	6	1	-0.1	15	0.6
4	Nc1nc(CN2CCCCC2)cs1	-1	3	-1.8	15	-0.9
5	COc1ccc(CCNC(=O)CN(c2ccccc2OC)S(C)(=O)=O)cc1OC	0	-17	0.7	-3	-1.7
6	OCC#Cc1cnc2ccccc2c1	-1	16	0.4	-1	-1.2
7	COc1cc(-c2nnc(CSc3nnc4nc(C)cc(C)n34)o2)cc(OC)c1OC	-7	-2	0.2	-8	1.0
8	CCOC(=O)c1[nH]c2ccc(OC)cc2c1NC(=O)c1nonc1C	-4	-13	-0.5	-3	-1.4
9	Cc1cc(NC(=O)c2sccc2C)n(-c2cccc(Cl)c2)n1	2	-28	0.0	-4	-0.3
10	COc1ccc(NC2c3ccccc3C(=O)N2c2cccnc2)cc1Cl (configuration not stated)	6	0	0.7	13	-0.9

cpd	M1 antag	M1 agonist	5HT1a antag	HTR1A agonist
1	0.035	-0.27	-5	1.3
2	0.043	2.4	-6	-0.8
3	0.11	0.16	8	-2.2
4	0.8	-0.2	-11	1.2
5	0.026	0.64	7	-3.0
6	-0.27	-0.23	1	-2.8
7	1	-0.22	6	-0.4
8	-1.9	-1.8	0	-0.1
9	0.35	0.42	-4	0.6
10	-0.2	-0.71	7	-0.1

Additional records.
cpd	SMILES	Jurkat tox 60K	S1P1 ag pot	HTR1E agonist	5HT1E antag	S1P3 agonist
11	Cc1ccc2cc(CCNC(=O)C(C)C)c(=O)[nH]c2c1C	0	-14	0.2	-2	0.6
12	CC(C)Cn1cc(C(=O)NCCCN2CCCC2=O)c2c3ccccc3n(C)c2c1=O	-3	-10	0.1	-3	-0.5
13	O=C(c1n[nH]c(=O)c2ccccc12)N1CCN(C2c3ccccc3-c3ccccc32)CC1	2	-3	1.3	2	-0.3
14	COc1cc(NC(=O)c2cnn3c(C)cc(C)nc23)c(OC)cc1Cl	-7	-36	-0.3	-11	-1.0
15	Cc1ccccc1-c1nnn(CC(=O)c2ccc(S(=O)(=O)N3CCCC3)cc2)n1	2	-6	-0.3	-8	-0.4
16	O=C(Cn1c(=O)oc2ccccc21)c1ccccc1	1	10	-0.6	2	-0.7
17	CC(Sc1nnnn1C)C(=O)Nc1ccccc1-c1ccccc1 (configuration not stated)	1	12	-0.3	-6	1.2
18	CSc1ccccc1NC(=O)Cn1c(-c2cscn2)nc2ccccc21	-6	8	-0.4	8	-0.7
19	CCN(c1c(C)n(C)n(-c2ccccc2)c1=O)S(C)(=O)=O	5	3	0.2	0	-1.1
20	CC(C)CCN1C(=O)CCC1(C)C(=O)NC1CCCCCC1 (configuration not stated)	2	-20	-0.7	-9	-0.5

cpd	M1 antag	M1 agonist	5HT1a antag	HTR1A agonist
11	0.19	0.004	1	-1.1
12	-0.14	-0.021	-2	-0.7
13	-0.12	2.7	8	0.2
14	-0.51	-2.2	-28	-4.0
15	-0.0031	0.065	0	5.3
16	0.46	0.0042	-4	-1.6
17	0.072	0.1	4	-2.1
18	-0.0086	0.68	28	0.2
19	0.4	-0.04	-5	0.0
20	-0.46	-0.15	10	-0.7

3 entries drawn at random from those above:
cpd	SMILES	Jurkat tox 60K	S1P1 ag pot	HTR1E agonist	5HT1E antag	S1P3 agonist
19	CCN(c1c(C)n(C)n(-c2ccccc2)c1=O)S(C)(=O)=O	5	3	0.2	0	-1.1
20	CC(C)CCN1C(=O)CCC1(C)C(=O)NC1CCCCCC1 (configuration not stated)	2	-20	-0.7	-9	-0.5
15	Cc1ccccc1-c1nnn(CC(=O)c2ccc(S(=O)(=O)N3CCCC3)cc2)n1	2	-6	-0.3	-8	-0.4

cpd	M1 antag	M1 agonist	5HT1a antag	HTR1A agonist
19	0.4	-0.04	-5	0.0
20	-0.46	-0.15	10	-0.7
15	-0.0031	0.065	0	5.3

Following part.
cpd	SMILES	Jurkat tox 60K	S1P1 ag pot	HTR1E agonist	5HT1E antag	S1P3 agonist
21	CCOC(=O)C(C(=O)N1CCOCC1)C1CCCCC1 (configuration not stated)	-5	/	0.3	-5	-0.1
22	COc1ccccc1N1CCN(C/C=C/c2ccc(N(C)C)cc2)CC1	-6	-20	9.7*	-18	-1.2
23	CCCCOc1ccc(-c2ncc(C(=O)O)c(C)n2)cc1	4	2	-0.2	-11	-0.7
24	CCOC(=O)N1CCN(C(=O)CSCC(=O)Nc2nc(-c3ccc(OC)cc3)cs2)CC1	-2	2	-1.1	3	0.1
25	O=C(Nc1cccnc1)c1cccc(NC(=O)c2ccco2)c1	-4	-16	-0.3	1	-0.6
26	Cc1c(-n2cc(C(=O)c3ccccc3O)cc(C#N)c2=O)c(=O)n(-c2ccccc2)n1C	-9	3	0.2	-2	0.2
27	CCOC(=O)C1=C(C)NC(=O)NC1C1CC=CCC1 (configuration not stated)	-6	-7	0.0	3	0.0
28	CC(C)Cc1ccc(/C(=N/O)C(=O)O)s1	6	1	0.4	1	-0.6
29	Cc1ccc(N2C(=O)C(Cl)=C(NCCO)C2=O)c(C)c1	0	1	-0.2	1	-0.6
30	COC(=O)c1sc2ccccc2c1NC(=O)c1cccs1	2	2	1.1	8	-1.1

cpd	M1 antag	M1 agonist	5HT1a antag	HTR1A agonist
21	-0.13	0.012	9	0.5
22	-0.66	0.053	79*	-1.2
23	-0.029	1.4	4	0.0
24	-1.7	0.9	8	-0.1
25	-0.64	-1.6	6	-2.8
26	-1.3	1.6	-10	325*
27	0.42	0	-2	-1.8
28	-0.29	1.8	-11	1.0
29	0.32	-0.42	-1	-5.0
30	-1.4*	0.99	19	-2.7

Additional records
cpd	SMILES	Jurkat tox 60K	S1P1 ag pot	HTR1E agonist	5HT1E antag	S1P3 agonist
31	COc1ccc(Nc2nc(C)cc(C)c2C#N)cc1OC	-6	-19	0.4	10	-0.7
32	COc1cccc(-c2nnc3sc(-c4ccccc4)nn23)c1	/	-10	0.2	10	-0.1
33	CCCn1c(N)c(C(=O)CSc2nnc(-c3ccco3)n2Cc2ccccc2)c(=O)[nH]c1=O	5	5	0.2	5	0.3
34	COCc1nnc(SCC(=O)NCc2ccccc2)n1-c1ccccc1	2	-3	-0.6	-5	0.4
35	CCCCOC(=O)c1ccc(OC(=O)c2cccnc2)cc1	2	-1	-0.2	4	-1.2
36	COc1ccc(-c2nc3cccc(C)n3c2NCc2ccco2)cc1OC	2	-16	-0.3	5	-1.3
37	Cc1cccc(OCC(=O)Nc2ccc3c(c2)OCO3)c1C	7	14	0.2	1	-1.7
38	COC(=O)c1cc(NC(=O)c2ccoc2C)cc(C(=O)OC)c1	-3	-15	0.3	0	-1.0
39	CCn1c(=O)n(CC)c2cc(S(=O)(=O)Nc3ccccc3C)c(C)cc21	8	/	0.3	0	0.2
40	CCOC(=O)C12CNC(=O)C(C(=O)OCC)(CNC1=O)C2	5	5	-0.8	8	-0.2

cpd	M1 antag	M1 agonist	5HT1a antag	HTR1A agonist
31	1.1	-0.4	16	-2.9
32	-0.23	0.63	/	-1.6
33	-0.055	-0.31	-7	0.9
34	-0.17	-0.45	0	-3.6
35	-5.1*	-0.09	4	-4.2
36	-0.18	0.8	12	-1.9
37	-0.0038	0.07	15	-5.1
38	-0.95	0.49	17	-2.6
39	0	-0.01	-17	-1.3
40	-0.064	-0.67	-22	1.8

(next part)
cpd	SMILES	Jurkat tox 60K	S1P1 ag pot	HTR1E agonist	5HT1E antag	S1P3 agonist
41	CC(C)(C)OC(=O)N[C@H](Cc1ccccc1)C(=O)N1CCC(C(=O)O)CC1	-8	4	2.1	-11	-0.6
42	O=C(Oc1cccc(C(=O)N2CCOCC2)c1)c1ccc(Br)cc1	-2	132	0.1	-2	-1.1
43	COc1ccc(C2(C(=O)N3CCCC3)CCOCC2)cc1OC	-10	-13	0.3	4	1.6
44	COc1cc(CN2CCC(C(=O)N3CCC(C)CC3)CC2)cc(Br)c1O	10	6	-0.5	13	-0.6
45	Cc1cccn2c(=O)c3cc(C(=O)NCc4ccccc4)c(=N)n(CCCN4CCOCC4)c3nc12	4	-41	2.2	-22	2.5
46	COc1ccc(C(c2nnnn2Cc2ccccc2)N2CCN(C(=O)c3ccco3)CC2)cc1 (configuration not stated)	10	12	-0.3	11	-1.3
47	CCOC(=O)C1CCCN(C(=O)CCn2nc(-c3ccccc3)ccc2=O)C1 (configuration not stated)	-4	9	-0.2	-7	0.3
48	CCOC(=O)N1CCC(N2C(=O)c3ccccc3C2Nc2cc(OC)c(OC)c(OC)c2)CC1 (configuration not stated)	5	-10	0.0	4	0.3
49	Cc1c(C)n(C(=O)CSc2ncn[nH]2)c2ccccc12	0	-17	-1.2	-11	0.1
50	O=C1c2ccccc2S(=O)(=O)N1Cc1nc2ccccc2s1	8	6	-0.3	5	-0.5

cpd	M1 antag	M1 agonist	5HT1a antag	HTR1A agonist
41	0.54	-0.27	-22	-1.9
42	-0.24	0.31	7	-3.1
43	-0.35	-0.22	0	-0.6
44	0.055	-0.91	5	-2.9
45	-3.3*	1.1	-1	11
46	0.33	-1	14	-1.1
47	-0.34	-1.6	-10	-0.2
48	0.33	-2	-5	-1.6
49	-0.011	0.98	-19	1.9
50	-0.13	-1.1	10	0.2

Next part:
cpd	SMILES	Jurkat tox 60K	S1P1 ag pot	HTR1E agonist	5HT1E antag	S1P3 agonist
51	Cc1ccc(S(=O)(=O)Cc2ccc(C(=O)N3CCCCCC3)o2)cc1	2	-1	0.0	-2	-0.6
52	CCCCC(CC)C(=O)NCc1ccccc1OC (configuration not stated)	-10	-6	-0.4	-5	-1.1
53	COc1ccc(NS(=O)(=O)c2ccc3c(c2)Cc2ccccc2-3)cn1	3	/	-0.4	3	-0.4
54	O=C1NC(c2ccco2)Nc2sc3c(c21)CCN(Cc1ccccc1)C3 (configuration not stated)	4	-45	6.1	-14	-0.7
55	O=c1c2ccccc2nc2n1CCCCC2	2	-10	-0.5	-8	-0.9
56	COc1cccc(-n2nnnc2SCC(=O)Nc2cccc(C)n2)c1	-5	8	-0.4	0	-0.7
57	O=C1C=C(NCc2ccccc2)C2(CCCCC2)O1	0	7	-1.4	-2	0.2

cpd	M1 antag	M1 agonist	5HT1a antag	HTR1A agonist
51	-0.66	-1.2	2	-1.2
52	0.011	0.5	14	-0.7
53	-0.74	-0.42	-5	-2.0
54	-17*	17*	-28	17
55	-1	-0.18	0	-0.7
56	0.067	0.2	12	-4.4
57	-0.16	0.42	6	-1.5

Screening data deposited in PubChem BioAssay by several laboratories.

The order is random, and some 8.9% of all compounds hit somewhere here.
